# Compound activity deposited in PubChem by Columbia University Molecular Screening Center.
# mHtt clearance: clearance of mutant huntingtin inclusions, primary screen, imaging, HeLa Exon1htt(103Q)mCFP, confocal imaging. hit rate 0.42% among 47,000. aggregate imaging; zero = plate's median compound well. AID 853, 2007. inhibition, % at 1.5 µM;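 active = inhibition of aggregate fluorescence above about 70%, also judged a hit by eye on the cell image, limit read from the data, passing the limit was not always enough; inconclusive = no rule stated for this call; inactive = not judged a hit on image review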;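 note: cells exposed to compound for three days before fixation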
# mHtt clearance grain fraction: second read-out of mHtt clearance, no call of its own (marks repeat the call); fraction fluorescence in grains; measured here: aggregate grain fluorescence fraction; active compounds read low;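 scaled fraction of total cell fluorescence in grains with unit not stated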
# Numbers without * were called inactive; u = inconclusive; x = no result given. Some of the compounds tested; the hit share may differ from the screen's.
SMILES,mHtt clearance,mHtt clearance grain fraction
COc1ccc(NC(=O)c2ccccc2NC(=O)NC2CCCCC2)cc1,-18,51
COc1ccc(NC(=S)NC(NC(=O)c2cccc(C)c2)C(Cl)(Cl)Cl)c([N+](=O)[O-])c1 (stereo not given),40,11
CCCCc1n[nH]c2c1/C(=N/O)CC(c1ccccc1)C2 (stereo not given),5,41
Cc1nn(C)cc1CNC(=O)c1cnn2c(C(F)F)cc(C3CC3)nc12,-6,22
Cn1c(=O)c(=O)n(C)c2cc(S(=O)(=O)N3CCCCC3)ccc21,-31,58
CCc1ccc(C(=O)Cn2ncc(Cl)c(Cl)c2=O)cc1,17,31
C=CCN1C(=O)NC2(O)C(=O)c3ccccc3C12O (stereo not given),13,34
O=c1cc(N2CCN(c3ccc(F)cc3)CC2)[nH]c(=O)n1Cc1ccc(F)cc1,-28,60
CC1CCc2sc3c(c2C1)c1ncnn1c(=O)n3CC(=O)c1ccc(Br)cc1 (stereo not given),23,14
COc1ccc(S(=O)(=O)N2CCN(Cc3ccc(Cl)cc3)CC2)cc1,5,19
COC(=O)c1cccc(C(=O)Nc2cnc3ccccc3c2)n1,29,14
Cc1cccc(C)c1NC(=O)CSc1ncnc2nc[nH]c12,-30,50
O=C(Cc1cn2ccsc2n1)NCc1ccccc1,29,24
CN1CCN(C(CNS(=O)(=O)c2ccc(F)cc2)c2cccnc2)CC1 (stereo not given),-42,30
O=C(CSc1nnc(-c2cnccn2)n1Cc1ccco1)c1ccc(Cl)c(Cl)c1,64,13
COc1ccc2c(c1OC)C(=O)N1c3ccccc3C(=O)N(c3ccc(F)cc3)C21 (stereo not given),-2,45
CCOC(=O)C1CCCN(C(=O)CCCOc2cc(=O)n(C)c3ccccc23)C1 (stereo not given),14,32
O=C(COc1cccc(Cl)c1)Nc1ccc(N2CCOCC2)cc1,-125,46
CC(C)CN(C#N)c1nc(N2CCOCC2)nc(N2CCOCC2)n1,33,26
O=C(NS(=O)(=O)c1ccc2c(c1)OCCO2)c1ccccc1,-144,43
CCOC(=O)C1CCN(c2c(Nc3ccc4c(c3)OCCO4)c(=O)c2=O)CC1,44,17
Cc1ccc(C)c(CSc2nnc(-c3cccs3)n2Cc2ccco2)c1,-9,39
O=C(CSc1nc(Nc2ccccc2)nc(N2CCOCC2)n1)Nc1ccccc1Cl,7,16
CN=C1SC(CC(=O)Nc2ccc(C(=O)O)cc2)C(=O)N1C (stereo not given),-6,30
O=C(CCSCCC(=O)NCC1CCCO1)NCC1CCCO1 (stereo not given),u,x
CSc1ccccc1NC(=O)c1cc(C)on1,-36,26
O=C(CCCN1C(=O)c2ccccc2C1=O)OC1CSCC1NC(=O)c1ccccc1 (stereo not given),44,24
Cc1ccccc1OCc1nnc(SCC(=O)N2CCc3ccccc32)n1C,-45,26
Cc1[nH]nc2c1C(c1cn[nH]c1-c1ccc(F)cc1)C(C#N)=C(N)O2 (stereo not given),1,39
CCOC(=O)N1CCN(CC(=O)n2c(C)c(C)c3ccccc32)CC1,-26,51
COc1ccc(OC)c(-c2cc(C(=O)N3CCc4ccccc4C3)no2)c1,-16,47
CN(C)CCNc1oc(COc2ccc(Cl)cc2)nc1C#N,53,7.6
O=C1CC(c2cccc(Br)c2)C2=C(CCCC2=O)N1 (stereo not given),12,18
CCCC(=O)n1nc(-c2ccccc2)nc1SC,-24,25
O=S(=O)(CCSc1nc2ccccc2o1)Cc1ccccc1,-62,28
Cc1ccccc1C(=O)N1CCC(C(=O)Nc2cccc(F)c2)CC1,25,28
O=C(COc1ccc2ccccc2c1)N1CCN(C(=O)c2cccs2)CC1,-31,24
COc1ccc(CN2C3CCCC2CC(NC(=O)Nc2ccccc2)C3)cc1 (stereo not given),-32,26
Cn1nnc(NC(=O)C(c2ccccc2)c2ccccc2)n1,22,15
COc1cccc(-c2nc(N3CCCCC3C)c3ccccc3n2)c1O (stereo not given),23,26
Cc1occc1-c1nnc(SCC(=O)Nc2ccc(F)cc2)n1Cc1ccccc1,16,26
Cc1cccc(-c2nsc(SCC(=O)NCc3ccco3)n2)c1,13,29
O=C(Nc1ccccc1N1CCN(C(=O)c2ccc(Cl)cc2)CC1)c1cc2ccccc2o1,-16,19
CCOc1ccc(/C(O)=C2\C(=O)C(=O)N(c3cc(C)on3)C2c2ccccc2OC)cc1 (stereo not given),-9,37
OC(COc1ccc2ccccc2c1)CN1CCOCC1 (stereo not given),66,6.2
CCOc1ccc(CSC(CC(=O)O)C(=O)O)cc1 (stereo not given),-28,47
O=C(CSc1nnc(COc2ccccc2)o1)N1CCN(c2ccccc2)CC1,11,17
COCCN(CCOC)c1cc(C)c(C#N)c2nc3ccccc3n12,28,13
CCc1ccc(NC(=O)Cn2c(=O)n(CCCC(=O)NCc3ccco3)c(=O)c3ccccc32)cc1,5,16
CCOC(=O)c1ccc(Nc2nc(-c3cccnc3)nc3ccccc23)cc1,19,18
Cc1sc2ncn(CC(=O)NCC(=O)N(C)C3CCCCC3)c(=O)c2c1C,20,24
O=C(c1cc2ccccc2oc1=O)N(Cc1ccccc1)Cc1ccc2c(c1)OCO2,36,12
CCCSc1nnc(Nc2ccccc2C)s1,-42,60
Cc1cccc2cc(C(c3nnnn3CC3CCCO3)N3CCCc4ccccc43)c(=O)[nH]c12 (stereo not given),45,9.9
Cc1cccc2cc(COC(=O)c3cccnc3)c(=O)[nH]c12,-22,49
Cc1ccc(O)c(-c2cc(-c3ccccc3F)[nH]n2)c1,2,20
CCOc1ccc(OCC)c(NC(=O)CSCC(=O)O)c1,-28,44
COC(=O)c1ccc(NC(=O)C2CCCN2S(=O)(=O)c2ccc(F)cc2)cc1 (stereo not given),17,14
CCN1CCN(CCCNC(=O)C(NC(=O)C2CCC(C)CC2)C(C)C)CC1 (stereo not given),11,34
COCCN(C(=O)CCC(=O)Nc1cccnc1)C(C(=O)NC1CCCCC1)c1ccccc1 (stereo not given),49,20
# The list continues:
SMILES,mHtt clearance,mHtt clearance grain fraction
Cc1cccc(OCCCC(=O)O)c1,14,15
CN1CCN(/C(=N\O)c2nonc2N)CC1,28,26
CCNC(=O)CC1SC(=Nc2ccc(C)cc2)N(CC)C1=O (stereo not given),-28,50
COC(=O)C1=C(C)NC2=C(C(=O)c3ccccc32)C1c1ccc(-c2ccc(C(=O)O)cc2)o1 (stereo not given),-18,21
Cc1cccc(OCc2n[nH]c(=S)o2)c1,-62,55
CCOC(=O)c1ccc(NC(=O)CN2C(=O)C3C4C=CC(C4)C3C2=O)cc1 (stereo not given),-17,27
CCCCn1c(=O)[nH]c(=O)c2c1nc(COC(=O)c1c(C)noc1C)n2CCC,67,7.2
COC(=O)c1ccc2c(c1)NC(=O)C(N1CCCC1)S2 (stereo not given),-23,41
COc1ccc2c(C)cc(=O)oc2c1C,-46,44
CC1(C)NC(=O)N(CCCCOc2ccc(Cl)cc2)C1=O,39,12
CC(=O)NCC(=O)N(C)C(C(=O)Nc1ccc2c(c1)OCCO2)c1ccccc1 (stereo not given),41,13
O=C(CSc1nnc(-c2cccnc2)n1Cc1ccccc1)NCc1ccco1,-1,32
COC(=O)c1cccc(S(=O)(=O)N(Cc2ccco2)Cc2cc3cc(OC)c(OC)cc3[nH]c2=O)c1,41,11
Cc1ccc(-n2nc3c(c2NC(=O)C(C)(C)C)CSC3)c(C)c1,-27,47
CC12CCC(C(=O)N(NC(=O)c3ccc(O)cc3)C1=O)C2(C)C (stereo not given),7,31
CCOCCCNC(=O)C1CCC(CNS(=O)(=O)c2ccc(Cl)cc2)CC1 (stereo not given),4,18
Cc1nc2cc(N3CCCCC3)c(NC(=O)c3cccnc3)cc2c(=O)n1Cc1ccccc1,38,10
O=C(CSc1nnc2scc(-c3ccccc3)n12)Nc1nsc(-c2ccccc2)n1,52,10
CC(=O)Oc1ccc(NC(=O)Cc2ccccc2)cc1,47,9.4
Cc1ccccc1-c1nc(CS(=O)(=O)CC(=O)NCc2ccc3c(c2)OCO3)c(C)o1,-21,37
CCc1nc(SCC(=O)c2cc(C)ccc2C)n[nH]1,-21,41
O=C1CCCCC(=O)N(c2ccccc2)c2ccccc21,-24,53
Cc1ccc(C)c(-c2cc(C(=O)NCc3cccs3)c3ccccc3n2)c1,-19,26
Cc1ccc(N2CC(C(=O)Nc3ccccn3)CC2=O)cc1 (stereo not given),-2,19
COc1ccc(-c2nc3ccncc3[nH]2)cc1OC,20,32
CC1Cc2ccccc2N1C(=O)c1ccnc(C(C)(C)C)c1 (stereo not given),29,12
COc1ccc(C(=O)NC(C(=O)NCc2ccccn2)C(C)C)cc1 (stereo not given),-48,26
O=C(NCCN1CCCC1=O)Nc1ccccc1,-62,30
CC/C(C)=N\N=C\c1c(O)n(CC)c2cc(C3=NNC(=O)CC3)ccc12,-10,20
O=C(Cn1[nH]c(=O)c2ccccc2c1=O)NCc1cccnc1,1,44
N#Cc1nc(COc2ccccc2F)oc1NCc1ccc(F)cc1,-193,146
COc1ccc(N2CCN(C(=O)c3ccc4c(=O)n(CC5CCCO5)c(=O)[nH]c4c3)CC2)cc1 (stereo not given),-47,45
CCCC(O)(c1ccc(OC)cc1)C(CN(C)C)c1ccccc1 (stereo not given),-3,32
COc1ccccc1CNC(=O)COC(=O)c1ccc(S(=O)(=O)N2CCCC2)cc1,-30,45
CCOc1ccc(NC(=O)CCC(=O)OC)cc1,-14,46
Cn1nnnc1SCCNCC#Cc1ccccc1,-310,85
COc1ccc(-c2onc(C)c2-c2ccc(C(=O)OC(C)C)o2)c(O)c1,-5,21
O=C(NCC1CCCO1)c1nn2cccnc2c1Cl (stereo not given),30,15
Cc1ccc(-n2ncc3c(=O)n(Cc4ccccn4)cnc32)cc1C,-75,39
CC(C)Oc1ccc(CC2CC(=O)NC2=O)cc1 (stereo not given),-50,29
COc1ccc(Cl)cc1C(=O)CSc1nnnn1C1CCCC1,30,27
O=S(=O)(Nc1ncnc2sc3c(c12)CCC3)c1ccc2ccccc2c1,-5,21
Cc1nnc(SCc2ccccc2F)n1NCc1cccs1,10,18
N#Cc1cccc(C(c2nnnn2C2CCCC2)N2CCC(Cc3ccccc3)CC2)c1 (stereo not given),47,10
CC(=O)c1cc(NC(=O)c2ccccc2)c(=O)oc1/C=C/N(C)C,-9,34
Cc1nn(CC(=O)Nc2ccc3c(c2)oc2ccccc23)c(=O)c2ccccc12,-83,38
CN(c1cccc(NC(=O)CSc2ccc(Cl)cc2)c1)S(C)(=O)=O,6,30
c1csc(CN2CCN(Cc3cccs3)C2c2cccs2)c1,42,22
CCN(C(=O)c1cccc(F)c1)c1ccccc1C,-24,21
CC1CCCC(C)N1C(=O)c1cc(F)c(F)cc1Cl (stereo not given),-12,22
CS(=O)(=O)N1CCc2cc(C(=O)N3CCOCC3)ccc21,-32,24
Cc1noc(C)c1C(=O)OCC(=O)NC(=O)NC12CC3CC(CC(C3)C1)C2,-22,41
CCCn1c(N2CCN(C(=O)N3CCCCC3)CC2)nc2ccccc21,29,13
Cc1ccc(Cn2ccc(=O)c(OCc3c(Cl)cccc3Cl)c2C)cc1,0,21
CCCCCC(=O)Nc1ccc2oc(-c3cccnc3)nc2c1,71*,5.2*
COC(=O)C1=C(C)NC(=O)NC1C1CC=CCC1 (stereo not given),25,30
c1ccc2c(c1)ncn2-c1ncnc2sc3c(c12)CCCC3,-21,53
CCCOCC1CC2(CC(C)(c3csc(N)n3)OC2=O)C(=O)O1 (stereo not given),23,14
O=C(c1cccs1)N(Cc1ccco1)c1nc(-c2ccc(F)cc2)cs1,-24,25
O=C(c1ccccc1Br)N1CCN(c2ccccc2)CC1,-23,23
# Carrying on:
SMILES,mHtt clearance,mHtt clearance grain fraction
CC(C)NC(=O)NS(=O)(=O)c1cnccc1N1CCCCC1,-293,78
O=c1oc2ccccc2c(N2CCCCC2)c1CN1CCCCC1,22,13
O=C(NCCCN1CCCC1=O)Nc1ccc(F)c(Cl)c1,-30,57
COC(=O)C(Cc1ccc(O)cc1)NC(=O)c1ccccc1 (stereo not given),31,22
C=CCN(CC=C)S(=O)(=O)c1ccc(NC(=O)COc2ccccc2OC)cc1,8,18
CC(C)Oc1ccc(C2CC(=O)NC3=C2C(=O)CCC3)cc1 (stereo not given),-25,26
Cc1noc(NS(=O)(=O)c2ccc(NC(=O)CC34CC5CC(CC(Br)(C5)C3)C4)cc2)c1C,-16,47
Cc1cc(=O)[nH]c2c1c(=O)[nH]n2C1CC(C)N(C)CC1C (stereo not given),3,20

# Sorted by molecular weight (low to high): some entries from above
SMILES,mHtt clearance,mHtt clearance grain fraction
COC(=O)C1=C(C)NC(=O)NC1C1CC=CCC1 (stereo not given),25,30
CCN(C(=O)c1cccc(F)c1)c1ccccc1C,-24,21
CC1CCCC(C)N1C(=O)c1cc(F)c(F)cc1Cl (stereo not given),-12,22
Cc1cc(=O)[nH]c2c1c(=O)[nH]n2C1CC(C)N(C)CC1C (stereo not given),3,20
CC(C)Oc1ccc(C2CC(=O)NC3=C2C(=O)CCC3)cc1 (stereo not given),-25,26
c1ccc2c(c1)ncn2-c1ncnc2sc3c(c12)CCCC3,-21,53
CCCCCC(=O)Nc1ccc2oc(-c3cccnc3)nc2c1,71*,5.2*
CS(=O)(=O)N1CCc2cc(C(=O)N3CCOCC3)ccc21,-32,24
CC(C)NC(=O)NS(=O)(=O)c1cnccc1N1CCCCC1,-293,78
CCCOCC1CC2(CC(C)(c3csc(N)n3)OC2=O)C(=O)O1 (stereo not given),23,14
O=C(c1ccccc1Br)N1CCN(c2ccccc2)CC1,-23,23
CCCn1c(N2CCN(C(=O)N3CCCCC3)CC2)nc2ccccc21,29,13
Cc1noc(C)c1C(=O)OCC(=O)NC(=O)NC12CC3CC(CC(C3)C1)C2,-22,41
O=C(c1cccs1)N(Cc1ccco1)c1nc(-c2ccc(F)cc2)cs1,-24,25
Cc1ccc(Cn2ccc(=O)c(OCc3c(Cl)cccc3Cl)c2C)cc1,0,21
C=CCN(CC=C)S(=O)(=O)c1ccc(NC(=O)COc2ccccc2OC)cc1,8,18
Cc1noc(NS(=O)(=O)c2ccc(NC(=O)CC34CC5CC(CC(Br)(C5)C3)C4)cc2)c1C,-16,47
